Source: PubChem (several laboratories)
Insulin prom inh: inhibitors of insulin promoter-driven GFP, primary screen, imaging, TRM-6 cells (human fetal islet line), eGFP reporter, cell count; reporter expression induced with tamoxifen; inhibition, % at 2 µM; 0.9% of 130,000 active; AID 1273, 2008;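 active = inhibition above the mean plus 3 SD, with well images judged a real hit on visual review, cut at about 60% in these data, passing the limit was not always enough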
SDO1 yeast rescue: growth rescue of sdo1-depleted yeast, primary screen, S. cerevisiae, bone marrow failure model. 0.21% of 140,000 active. S. cerevisiae sdo1-depleted JHY4D growth rescue, OD600 30 h; stronger effect = higher value; pdr5 snq2 efflux-pump mutant strain. AID 817, 2007. z-score at 10 µM;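 active = z-score above 3 at both the 24 hr and the 30 hr optical density reads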;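 also: z-score against mean and SD of all compound wells on the same plate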
SDO1 yeast rescue Rescue 24 h: second read-out of SDO1 yeast rescue, no call of its own (marks repeat the call); z-score; S. cerevisiae sdo1-depleted JHY4D growth rescue, OD600; measured here: growth rescue at 24 h;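 0 is the plate mean of compound wells and units are plate SD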
An asterisk follows results filed as active.

CCN(CC)S(=O)(=O)c1ccc(OC)c(NC(=O)C(C)Oc2ccc3c(C)cc(=O)oc3c2)c1 (stereo not given) was read as Insulin prom inh -40.0, SDO1 yeast rescue -0.17 and SDO1 yeast rescue Rescue 24 h 0.08.
Cc1cc(C)nc(N2N=C(CSc3ccc(Cl)cc3)CC2=O)n1 was read as Insulin prom inh -15.0.
Cc1ccc(NC(=O)COC(=O)Cn2nc(C)c([N+](=O)[O-])c2C)c([N+](=O)[O-])c1 was read as Insulin prom inh -6.5, SDO1 yeast rescue 0.21 and SDO1 yeast rescue Rescue 24 h 0.05.
`Cc1ccc(-c2nn(-c3ccccc3)cc2/C=C/C(=O)Nc2nccs2)cc1` gave SDO1 yeast rescue -0.21 and SDO1 yeast rescue Rescue 24 h 1.08.
For CCC(C)c1ccc(Nc2ncccc2C#N)cc1 (stereo not given) the results were SDO1 yeast rescue -0.73 and SDO1 yeast rescue Rescue 24 h -0.38.
Screening COC(=O)CSc1ncc(OC)c(OC)n1 returned SDO1 yeast rescue 0.2 and SDO1 yeast rescue Rescue 24 h -0.69.
Cc1ccc(-n2c(C)cc(C(=O)CN3CCCCC3)c2C)cc1 was read as Insulin prom inh -26.7, SDO1 yeast rescue 0.38 and SDO1 yeast rescue Rescue 24 h -0.27.
`CC1CCCN(CCSc2ccc(Cl)cc2)C1` (stereo not given) gave Insulin prom inh 20.6, SDO1 yeast rescue 0.42 and SDO1 yeast rescue Rescue 24 h -0.51.
For CC1CCCCN1C(=O)c1ccc(C(=O)N2CCCCC2C)cc1 (stereo not given) the results were SDO1 yeast rescue 1.6 and SDO1 yeast rescue Rescue 24 h 1.16.
For CCCc1cc(C(=O)NCC(C)C)no1 the results were SDO1 yeast rescue 1.56 and SDO1 yeast rescue Rescue 24 h 1.63.
COc1ccc(OC)c(S(=O)(=O)N2CCN(C34CC5CC(CC(C5)C3)C4)CC2)c1 was read as SDO1 yeast rescue -0.01 and SDO1 yeast rescue Rescue 24 h 0.43.
For Cc1ccccc1C(C(=O)NC1CCCCC1)N(C(=O)CNC(=O)c1ccco1)c1cccnc1 (stereo not given) the results were Insulin prom inh 20.0.
For CCCC1(C(=O)O)NC(c2ccccc2O)C2C(=O)N(c3cccc(Cl)c3)C(=O)C21 (stereo not given) the results were SDO1 yeast rescue -0.17 and SDO1 yeast rescue Rescue 24 h -0.3.
Cc1cc(NS(=O)(=O)c2ccc(NC(=O)CCCC(=O)O)cc2)nc(C)n1 was read as Insulin prom inh 35.9, SDO1 yeast rescue -0.17 and SDO1 yeast rescue Rescue 24 h -0.44.
`COc1ccc(N2CCN(CCNC(=O)CCCn3c(=O)[nH]c4cc(Cl)ccc4c3=O)CC2)cc1` gave SDO1 yeast rescue 0.98 and SDO1 yeast rescue Rescue 24 h 0.58.
Screening CCOC(=O)CSc1cc(C)nc(N)n1 returned Insulin prom inh -27.3, SDO1 yeast rescue 0 and SDO1 yeast rescue Rescue 24 h -0.76.
Screening COc1cc([N+](=O)[O-])ccc1NC(=O)CCN1C(=O)C2C3CCC(C3)C2C1=O (stereo not given) returned Insulin prom inh -48.6, SDO1 yeast rescue 1.22 and SDO1 yeast rescue Rescue 24 h -0.34.
For Cc1ccc(C)c(NC(=O)CCC(=O)OC(C(=O)c2ccccc2)c2ccccc2)c1 (stereo not given) the results were SDO1 yeast rescue 0.13 and SDO1 yeast rescue Rescue 24 h -0.34.
Screening COc1cccc(C(=O)Nc2nc(-c3ccccc3)c(-c3ccccc3)o2)c1 returned Insulin prom inh 14.3, SDO1 yeast rescue -1.31 and SDO1 yeast rescue Rescue 24 h -0.72.
CCOC(=O)C1CCCN(C/C(O)=C(\C#N)c2nc(-c3ccc(Cl)cc3)cs2)C1 (stereo not given) was read as Insulin prom inh -13.5, SDO1 yeast rescue -0.94 and SDO1 yeast rescue Rescue 24 h -1.42.

2 records picked at random from the list so far:
For CCCC1(C(=O)O)NC(c2ccccc2O)C2C(=O)N(c3cccc(Cl)c3)C(=O)C21 (stereo not given) the results were SDO1 yeast rescue -0.17 and SDO1 yeast rescue Rescue 24 h -0.3.
For Cc1ccc(C)c(NC(=O)CCC(=O)OC(C(=O)c2ccccc2)c2ccccc2)c1 (stereo not given) the results were SDO1 yeast rescue 0.13 and SDO1 yeast rescue Rescue 24 h -0.34.

New compounds follow
Screening Cc1ccc2oc(-c3cccc(NC(=O)c4ccc(Br)o4)c3C)nc2c1 returned Insulin prom inh -4.3, SDO1 yeast rescue -0.97 and SDO1 yeast rescue Rescue 24 h -0.48.
`CC(C)(C)n1nnnc1C(c1cccs1)N(Cc1cccnc1)CC1CCCO1` (stereo not given) gave Insulin prom inh -81.2, SDO1 yeast rescue -1.65 and SDO1 yeast rescue Rescue 24 h -0.85.
For CCOC(=O)C1CCCN(Cc2cc(Br)ccc2OC)C1 (stereo not given) the results were SDO1 yeast rescue -0.25 and SDO1 yeast rescue Rescue 24 h -0.29.
Screening CCOc1ccccc1N1CC(C(=O)Nc2ccc(C(=O)O)cc2)CC1=O (stereo not given) returned Insulin prom inh 50.0, SDO1 yeast rescue 1.29 and SDO1 yeast rescue Rescue 24 h 0.65.
`O=C(Nc1cccc(O)c1)c1cc(-c2ccco2)on1` gave Insulin prom inh 31.8, SDO1 yeast rescue -0.3 and SDO1 yeast rescue Rescue 24 h -0.7.
`O=S(=O)(N1CCCCC1)n1c(Cc2ccccc2)nc2ccccc21` gave Insulin prom inh -11.1, SDO1 yeast rescue -1.43 and SDO1 yeast rescue Rescue 24 h -0.18.
COc1ccc(NC(C)=O)cc1NC(C)C(=O)Nc1cccc2ccccc12 (stereo not given) was read as Insulin prom inh -45.7, SDO1 yeast rescue 1.64 and SDO1 yeast rescue Rescue 24 h 1.27.
CC1(C)CC(NC(=O)C(F)(F)F)CC(C)(C)N1OC(=O)c1ccco1 was read as SDO1 yeast rescue 0.37 and SDO1 yeast rescue Rescue 24 h 0.15.
For FC(F)(F)Oc1ccc(NC(=S)NCc2ccccc2)cc1 the results were SDO1 yeast rescue -1 and SDO1 yeast rescue Rescue 24 h -1.25.
CS(=O)(=O)Nc1ccc(C(=O)NCCSCc2ccco2)cc1 was read as Insulin prom inh 26.7, SDO1 yeast rescue 0.92 and SDO1 yeast rescue Rescue 24 h 1.15.
Screening Cc1c(C)c2ccc(OC3CCCCC3=O)cc2oc1=O (stereo not given) returned Insulin prom inh 19.4, SDO1 yeast rescue 7.89 and SDO1 yeast rescue Rescue 24 h 1.03.
Screening Cc1cccc(N2C(=O)CC(N(C(=O)c3ccco3)c3cccc(C)c3)C2=O)c1 (stereo not given) returned Insulin prom inh 54.3, SDO1 yeast rescue -0.31 and SDO1 yeast rescue Rescue 24 h 0.09.
O=C1NCCCC2c3c(cc(Br)c(O)c3Br)OC12N1CCCCC1 (stereo not given) was read as Insulin prom inh -28.1, SDO1 yeast rescue 0.62 and SDO1 yeast rescue Rescue 24 h 0.78.
Screening COc1ccc(CSc2cccc3cccnc23)cc1[N+](=O)[O-] returned Insulin prom inh 56.7, SDO1 yeast rescue -0.75 and SDO1 yeast rescue Rescue 24 h -1.09.
For CCOC(=O)c1c(C)[nH]c(/C(C)=N/O)c1C the results were SDO1 yeast rescue -0.11 and SDO1 yeast rescue Rescue 24 h -0.93.
For O=[N+]([O-])c1ccc(Nc2nc(N/N=C\c3ccc4c(c3)OCO4)nc(N3CCCCC3)n2)cc1 the results were Insulin prom inh 21.4, SDO1 yeast rescue 0.42 and SDO1 yeast rescue Rescue 24 h 0.13.
`O=C(Nc1cc([N+](=O)[O-])ccc1Cl)C(Sc1ccccc1)c1ccccc1` (stereo not given) gave Insulin prom inh -34.2, SDO1 yeast rescue 11.2* and SDO1 yeast rescue Rescue 24 h 8.02*.
Screening Cn1c(=O)[nH]c(=O)c2[nH]c(N(Cc3ccccc3)Cc3ccccc3)nc21 returned Insulin prom inh 30.8, SDO1 yeast rescue 0.71 and SDO1 yeast rescue Rescue 24 h 0.22.
For CCOC(=O)c1c(C)n(C)c2ccc(OC)c(NS(=O)(=O)CC)c12 the results were SDO1 yeast rescue 0.29 and SDO1 yeast rescue Rescue 24 h -0.9.
Cc1cccc(C)c1NC(=O)C1NC(=O)CC1c1ccccc1 (stereo not given) was read as SDO1 yeast rescue -0.41 and SDO1 yeast rescue Rescue 24 h -0.97.

An excerpt from above in order of molar mass, smallest number first:
For CCOC(=O)C1CCCN(Cc2cc(Br)ccc2OC)C1 (stereo not given) the results were SDO1 yeast rescue -0.25 and SDO1 yeast rescue Rescue 24 h -0.29.
Screening Cn1c(=O)[nH]c(=O)c2[nH]c(N(Cc3ccccc3)Cc3ccccc3)nc21 returned Insulin prom inh 30.8, SDO1 yeast rescue 0.71 and SDO1 yeast rescue Rescue 24 h 0.22.
Screening CCOc1ccccc1N1CC(C(=O)Nc2ccc(C(=O)O)cc2)CC1=O (stereo not given) returned Insulin prom inh 50.0, SDO1 yeast rescue 1.29 and SDO1 yeast rescue Rescue 24 h 0.65.
Screening Cc1ccc2oc(-c3cccc(NC(=O)c4ccc(Br)o4)c3C)nc2c1 returned Insulin prom inh -4.3, SDO1 yeast rescue -0.97 and SDO1 yeast rescue Rescue 24 h -0.48.
For O=[N+]([O-])c1ccc(Nc2nc(N/N=C\c3ccc4c(c3)OCO4)nc(N3CCCCC3)n2)cc1 the results were Insulin prom inh 21.4, SDO1 yeast rescue 0.42 and SDO1 yeast rescue Rescue 24 h 0.13.

(further entries)
Screening CC(C)(C)c1nn2cnnc2n(/N=C/c2ccc(O)cc2)c1=O returned Insulin prom inh -23.3, SDO1 yeast rescue -0.4 and SDO1 yeast rescue Rescue 24 h -0.53.
COCCN(C(=O)CNC(=O)c1ccco1)C(C(=O)NC1CCCCC1)c1cccc(OC)c1 (stereo not given) was read as Insulin prom inh 6.2, SDO1 yeast rescue 0.05 and SDO1 yeast rescue Rescue 24 h -0.32.
Screening CC(C)CC(NC(=O)C(COCc1ccccc1)NC(=O)OC(C)(C)C)C(=O)NN (stereo not given) returned Insulin prom inh -39.5.
Cc1ccc(C(=O)Oc2cccnc2)cc1[N+](=O)[O-] was read as Insulin prom inh -33.3, SDO1 yeast rescue 0.07 and SDO1 yeast rescue Rescue 24 h 0.03.
C=CCNCCCCOc1c(Cl)cc(C)cc1Br was read as Insulin prom inh -13.3, SDO1 yeast rescue 0.25 and SDO1 yeast rescue Rescue 24 h -0.01.
`Cc1cccc(OCCn2nc(C(=O)O)c3ccccc3c2=O)c1` gave Insulin prom inh 33.3, SDO1 yeast rescue -1.34 and SDO1 yeast rescue Rescue 24 h -0.32.
For COc1ccc(-n2nnnc2SCC(=O)Nc2ccc3c(c2)OCCO3)c(OC)c1 the results were Insulin prom inh -90.0, SDO1 yeast rescue -1.19 and SDO1 yeast rescue Rescue 24 h -1.02.
Cn1c(=O)c2[nH]cnc2n(-c2ccccc2)c1=O was read as Insulin prom inh 61.5, SDO1 yeast rescue 1.04 and SDO1 yeast rescue Rescue 24 h 0.26.
Cc1ccc(C(=O)O)cc1S(=O)(=O)N1CCCC1 was read as Insulin prom inh 61.6, SDO1 yeast rescue 0.96 and SDO1 yeast rescue Rescue 24 h 0.4.
Screening O=C(Cc1ccccc1)N1CCC(C(=O)N2CCN(c3ccc(F)cc3)CC2)CC1 returned Insulin prom inh -142.9, SDO1 yeast rescue 1.46 and SDO1 yeast rescue Rescue 24 h 1.1.
Cc1ccc(NC(=S)N(CCCN2CCOCC2)Cc2cccs2)c(C)c1 was read as Insulin prom inh -31.6, SDO1 yeast rescue 0.14 and SDO1 yeast rescue Rescue 24 h 0.14.
Cc1cc(=O)oc2cc(NC(=O)CCC(=O)O)ccc12 was read as Insulin prom inh -29.6, SDO1 yeast rescue -0.83 and SDO1 yeast rescue Rescue 24 h -0.65.
For COC(=O)c1sc(N)c(C(=O)OC)c1CSc1nnnn1C the results were Insulin prom inh -16.1, SDO1 yeast rescue 0.36 and SDO1 yeast rescue Rescue 24 h -0.18.
CCc1cc2c(=O)n(-c3ccccc3)cnc2s1 was read as Insulin prom inh 71.4, SDO1 yeast rescue 0.15 and SDO1 yeast rescue Rescue 24 h -1.31.
CS(=O)(=O)N(CC(=O)NC1CCCC1)Cc1ccc(F)cc1 was read as Insulin prom inh 22.2.
For O=C(/C=C/c1ccc2c(c1)OCO2)NCc1ccc(F)cc1 the results were Insulin prom inh 4.6, SDO1 yeast rescue 0.35 and SDO1 yeast rescue Rescue 24 h -0.03.
Screening CCOC(=O)c1c(N2C(=O)C3C4C=CC(O4)C3C2=O)sc2c1CCCC2 (stereo not given) returned Insulin prom inh -7.1, SDO1 yeast rescue -1.07 and SDO1 yeast rescue Rescue 24 h -1.03.
Screening Fc1ccc(COc2ccc(Br)cc2CNCc2ccncc2)cc1 returned SDO1 yeast rescue -2.14 and SDO1 yeast rescue Rescue 24 h -0.87.
`O=C1CCCN1CCCn1cnc2c([nH]c3ccc(F)cc32)c1=O` gave SDO1 yeast rescue -0.01 and SDO1 yeast rescue Rescue 24 h -0.64.
`NC(=S)NNC(=O)Nc1ccc(Cl)c(Cl)c1` gave Insulin prom inh -14.3, SDO1 yeast rescue 1.36 and SDO1 yeast rescue Rescue 24 h 1.58.
For Cc1ccc(-n2c(C)cc(C3=NNC(=NC4CC4)SC3)c2C)cc1C the results were SDO1 yeast rescue -1.39 and SDO1 yeast rescue Rescue 24 h -0.91.
O=C(OCC#CCSc1nnc(-c2ccncc2)o1)c1sc2ccccc2c1Cl was read as Insulin prom inh -3.5, SDO1 yeast rescue -1.13 and SDO1 yeast rescue Rescue 24 h -1.2.
Screening O=C1C2CCCN2C(=O)N1CCCCN1CCN(c2ccccc2)CC1 (stereo not given) returned Insulin prom inh -8.3, SDO1 yeast rescue 2 and SDO1 yeast rescue Rescue 24 h 0.91.
